MT1-MMP act inh: blockers of MT1-MMP proenzyme processing, primary screen, HT1080 RFP-PRO-GFP cells, GFP/RFP fluorescence | Matrix metalloproteinase-14 (Homo sapiens), P50281 | GFP/RFP ratio fluorescence, overnight; percent of plate control window, DMSO zero | GFP/RFP ratio change, % at 20 µM | actives 0.061% (n = 360,000);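 active = GFP/RFP ratio change of at least 30% with cell ATP level not reduced by more than half and red fluorescence within 50% of control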; note: strong numbers were not always called active
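Assay system: RFP-PRO-GFP reporter HT1080 cells; read-out basis: GFP/RFP fluorescence ratio; benchmarks: DMSO wells and RFP-L50D-GFP cells; doses: 20 µM single dose, 1% DMSO; schedule: overnight cell settling, then overnight compound exposure, 37 °C, 5% CO2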
Scp1 inh: Scp-1 phosphatase inhibitors, primary screen, biochemical, colorimetric, uHTS. Carboxy-terminal domain RNA polymerase II polypeptide A small phosphatase 1 (Homo …. Recombinant Scp1, phosphopeptide, malachite green phosphate absorbance. inhibition, % at 20 µM. actives 0.88% (n = 340,000);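 active = inhibition above about 50% at 20 µM, limit read from the data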;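 note: plate controls were DMSO wells with enzyme for no effect and wells lacking enzyme for full effect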
Target sequence (Q9GZU7 76-261 limits assumed): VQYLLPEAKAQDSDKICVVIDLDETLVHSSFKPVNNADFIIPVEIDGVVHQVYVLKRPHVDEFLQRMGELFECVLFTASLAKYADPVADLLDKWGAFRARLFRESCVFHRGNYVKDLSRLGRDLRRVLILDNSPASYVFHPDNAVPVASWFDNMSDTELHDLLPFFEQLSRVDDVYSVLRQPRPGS
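Test system: SCP-1 phosphatase catalytic domain, residues 76-261 | Compound dosing: One concentration, 20 µM, with 1.0% DMSO | Schedule: 45 min room-temperature reaction, 5 min colour, 30 min stabiliser | Detection: Absorbance at 630 nm | Read-out basis: % inhibition of SCP-1 phosphate liberation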
NadD block: inhibitors of S. aureus NadD, primary screen, biochemical, colorimetric, uHTS; Nicotinate-nucleotide adenylyltransferase NadD (Staphylococcus aureus N315); purified NadD enzyme, colorimetric absorbance read-out; inhibition, % at 20 µM; actives 0.78% (n = 360,000); in the data active = inhibition above about 26%; note: some compounds past the cut are filed as inactive
Rpn11 block: Rpn11 (PSMD14) deubiquitinase inhibitors, primary screen, biochemical, fluorescence polarization, uHTS; human 26S proteasome, Ub4-pepOG fluorescence polarization; 20S core pre-blocked with epoxomicin; calls only at 20 µM; actives 0.59% (n = 360,000); AID 588493, 2011;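 active = inhibition at 20 µM, scaled to each plate's controls, above about 33%, limit read from the data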
Target sequence (O00487 whole entry, looked up): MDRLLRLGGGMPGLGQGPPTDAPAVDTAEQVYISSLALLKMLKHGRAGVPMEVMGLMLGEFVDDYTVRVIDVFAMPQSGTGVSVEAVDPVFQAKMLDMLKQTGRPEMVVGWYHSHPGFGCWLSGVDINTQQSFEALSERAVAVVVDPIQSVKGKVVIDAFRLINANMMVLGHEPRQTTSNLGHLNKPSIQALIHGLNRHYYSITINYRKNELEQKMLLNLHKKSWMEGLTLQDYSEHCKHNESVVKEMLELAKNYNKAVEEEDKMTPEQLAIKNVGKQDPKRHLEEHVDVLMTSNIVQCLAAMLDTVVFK
LMPTP inh: LMPTP phosphatase inhibitors, primary screen, biochemical, fluorescence intensity, uHTS; actives 0.22% (n = 360,000); Low molecular weight phosphotyrosine protein phosphatase (Homo sapiens), P24666; inhibition, % at 20 µM; recombinant LMPTP-A, OMFP fluorogenic substrate;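 active = compounds that cut the enzyme signal by at least half of the control window in the single-dose screen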;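 note: plate controls were DMSO wells with enzyme plus substrate for no effect and substrate without enzyme for full effect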
Target sequence (P24666 whole entry, looked up): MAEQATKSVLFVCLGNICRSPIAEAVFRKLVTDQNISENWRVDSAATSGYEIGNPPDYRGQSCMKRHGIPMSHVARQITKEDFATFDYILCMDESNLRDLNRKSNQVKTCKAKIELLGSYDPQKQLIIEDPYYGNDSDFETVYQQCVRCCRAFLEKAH
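Buffer or medium: Bis-Tris pH 6.0, DTT, detergent; Assay system: LMPTP-A enzyme; Quantity: 0.625 nM enzyme; Detection: endpoint fluorescence intensity; Times: 50 min dark incubation at room temperature; Controls: substrate-only low control, DMSO enzyme-plus-substrate high control; Doses: single 20 µM dose; Read-out: percent inhibition versus substrate-only and uninhibited controls; Reagent: 400 µM OMFP.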
SKN-1 block: suppressors of acrylamide-induced Pgst-4::GFP reporter in worms, primary screen, SKN-1 inhibitor project, whole organism, uHTS, GFP/RFP fluorescence ratio, strain VP596; C. elegans VP596 Pgst-4::GFP/RFP ratio, 24 h; inhibition, % at 21.8 µM; actives 0.49% (n = 360,000); AID 624304, 2012;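 active = interference check ratio from 0.5 to 1.5 plus GFP to RFP signal ratio inhibition reaching or exceeding a fixed threshold, cut at about 30% in these data, passing the limit was not always enough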; note: some compounds called inactive have numbers as strong as hits
CendR NRP1 mod: modulators of CendR peptide binding to NRP-1, primary screen, biochemical, fluorescence polarization, uHTS | Neuropilin-1 (Homo sapiens), O14786 | FAM-RPARPAR peptide binding to NRP-1 | inhibition, % at 25 µM | actives 0.85% (n = 360,000);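 active = inhibition or corrected inhibition above about 18%, plus a signal ratio from 0.5 to 1.5, limit read from the data, passing the limit was not always enough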; note: strong numbers were not always called active
STEP inh: STEP phosphatase inhibitors, primary screen, biochemical, fluorescence intensity, uHTS. Tyrosine-protein phosphatase non-receptor type 5 (Homo sapiens), P54829. recombinant STEP, OMFP fluorogenic substrate. inhibition, % at 20 µM. actives 0.25% (n = 360,000). AID 588621, 2011;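 active = inhibition at 20 µM, scaled per plate between control wells, above about 37%, limit read from the data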;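 note: 0% = DMSO with enzyme and substrate and 100% = substrate only without enzyme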
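System: isolated STEP enzyme; schedule: 20 min enzyme reaction at room temperature, protected from light; medium: Bis-Tris buffer pH 6.0, 2.5 mM DTT, 0.005% Tween 20; signal: fluorescence, 480/540 nm; dosing: single compound dose of 20 µM, 1% DMSO final; also added: OMFP substrate, 25 µM final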
DNMT1 block: human DNMT1 methyltransferase inhibitors, primary screen, biochemical, molecular beacon, fluorescence, HinP1I cleavage, uHTS; DNA (cytosine-5)-methyltransferase 1 (Homo sapiens), P26358; actives 0.83% (n = 360,000); inhibition (reported as % activation of signal), % at 10 µM; in the data active = inhibition above about 50%
SUMO1-SIM PPI: modulators of SUMO1 protein-protein interactions, primary screen, biochemical, uHTS; SUMO1 binding to a labelled peptide, TR-FRET, 1 h; Small ubiquitin-related modifier 1 (Homo sapiens), P63165; actives 0.33% (n = 360,000); inhibition, % at 20 µM; in the data active = inhibition above about 37%
Target sequence (P63165 whole entry, looked up): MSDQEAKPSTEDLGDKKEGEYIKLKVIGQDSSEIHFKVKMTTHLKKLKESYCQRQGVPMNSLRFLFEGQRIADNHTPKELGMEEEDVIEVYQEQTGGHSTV
An asterisk follows results filed as active; i = inactive; . = not tested or not shown.

SMILES	MT1-MMP act inh	Scp1 inh	NadD block	Rpn11 block	LMPTP inh	SKN-1 block	CendR NRP1 mod	STEP inh	DNMT1 block	SUMO1-SIM PPI
CC(OC(=O)CCN=C1NS(=O)(=O)c2ccccc21)C(=O)Nc1ccc(S(N)(=O)=O)cc1 (stereo not drawn)	-2.4	-3.9	-3.6	i	-1.9	-2.9	4.9	-1.8	4.9	0.4
CCn1cc(C(=O)O)c(=O)c2cc(F)c(N3CCN(C(=S)NC(=O)c4ccc(Br)cc4)CC3)cc21	-13.8	-7.2	16.1	i	60.8*	-0.9	-14.3	3.1	-1.8	24.5
Cc1ccc2c(C)c(C(=O)Nc3c(C)n(C)n(-c4ccccc4)c3=O)oc2c1	6.7	-0.1	3.9	i	-0.2	-10.9	10.4	0.0	0.2	-1.8
NN1C(=O)c2cccc3c(C(=O)O)ccc(c23)C1=O	-0.9	11.9	3.0	i	-2.2	-0.2	18.1	1.5	3.7	-15.9
CCOc1ccccc1/C=N/Nc1nc(C)cc(=O)[nH]1	2.6	-7.3	-1.4	i	2.1	11.3	-3.2	-4.3	15.8	3.3
COc1ccc(C(=O)N/C(=C\c2ccccc2)C(=O)Nc2cccc(C(=O)O)c2)cc1	-0.8	-12.3	-7.7	i	-2.1	4.2	2.7	1.1	-0.8	1.6
CCCCOc1ccc(C2C(C(=O)c3cccs3)=C(O)C(=O)N2CCN2CCOCC2)cc1 (stereo not drawn)	-0.4	-9.9	6.5	i	-0.2	10.5	3.2	3.5	2.5	-5.0
COC(=O)c1c(NC(=O)c2ccc(C)cc2)sc(Cc2ccccc2)c1C	-7.0	-9.7	-6.4	i	2.8	-10.3	0.3	5.8	-7.1	3.1
Cc1cccc2cc(COC(=O)C3CCCO3)c(=O)[nH]c12 (stereo not drawn)	-1.7	-9.6	-8.4	i	-1.2	10.8	16.5	-0.1	-1.2	-6.1
COc1ccc(CC(N)c2csc(NC(=O)Cc3ccccc3)n2)cc1 (stereo not drawn)	2.0	.	0.3	i	4.1	2.2	12.0	-0.5	-3.4	-5.8
CC(C)[C@H]1COCCS(=O)(=O)N1Cc1ccc(Cl)cc1	2.5	2.6	0.3	i	0.7	11.6	-0.6	-0.9	8.8	0.9
CC(C)Nc1ncnc2c1ncn2[C@H]1CN(Cc2ccncc2)C[C@@H](CO)O1	1.9	.	0.9	i	-1.8	-2.5	-13.7	-1.8	5.2	2.4
O=C(C1CCC(N2C(=O)C3CC=CCC3C2=O)CC1)N1CCCCC1 (stereo not drawn)	-0.9	-1.3	5.0	i	-0.8	-1.8	4.4	1.8	0.4	-5.5
CCOC(=O)C1=C(C)NC(=O)NC1c1ccc(OCC(=O)N2CCCCC2)cc1 (stereo not drawn)	0.6	-0.1	0.8	i	-1.0	-24.7	-10.0	3.4	3.1	-1.7
COCCCn1c(=S)[nH]c2ncccc2c1=O	-0.8	-9.5	-6.9	i	-2.1	-17.5	7.3	3.4	8.6	-0.9
O=C(NCc1ccc2c(c1)OCO2)C1CC(=O)N(CCc2ccc(Cl)cc2)C1 (stereo not drawn)	-1.0	-2.4	-0.6	i	0.0	22.7	13.2	1.8	1.8	6.0
Cn1nc(C(=O)NCC(=O)Nc2ccc(F)c(F)c2F)c2ccccc2c1=O	-2.9	-7.6	3.4	i	-1.2	-1.9	10.6	-1.2	0.2	-4.5
COC(=O)CNC(=O)C(C)(C)Oc1ccc(Cl)cc1	-2.8	-7.2	-0.6	i	-1.2	-14.2	-8.1	0.1	4.9	0.8
COc1ccc(C2N(C(=O)N3CCOCC3)CCN2S(=O)(=O)c2ccc(C)cc2)cc1 (stereo not drawn)	-1.3	0.8	-0.8	i	-1.2	-0.3	1.1	-3.7	-9.5	-2.4
O=C(CC(c1ccccc1)c1ccco1)Nc1nccs1 (stereo not drawn)	-0.1	-10.7	4.1	i	0.1	9.4	-11.9	-0.9	-7.6	-0.8
O=C(CSc1nnnn1-c1ccccc1)NCc1cccs1	-2.4	2.3	4.9	i	0.9	2.2	0.4	-1.6	1.7	6.7
O=C(Cc1csc(NC(=O)c2ccc(F)cc2)n1)NO	4.5	-9.0	-2.5	i	-0.5	-11.1	4.0	2.1	1.5	5.8
COC(=O)c1cc2c(ccn2-c2ccc(F)cc2)n1CC(=O)N1CCN(C(=O)c2ccco2)CC1	19.0	-9.1	-1.9	i	1.7	-0.5	8.5	-3.9	-4.7	0.8
CC(=O)N1CCN(c2ccc(NC(=O)/C=C/c3ccccc3)cc2)CC1	3.7	-8.0	7.3	i	0.3	15.4	-7.7	-2.0	-5.1	-12.1
COc1cccc(CNc2nc(NC(C)C)nc3ccsc23)c1OC	0.3	.	-6.8	i	46.5	12.6	-2.9	0.1	-1.4	-1.8
O=c1[nH]nc(Cc2ccc3ccccc3n2)c2ccccc12	-1.1	-15.4	3.8	i	-0.9	7.0	0.3	0.6	2.5	-10.1
CCN(CC)CCn1c(N)c(S(=O)(=O)c2ccccc2)c2nc3ccccc3nc21	-3.2	-7.0	-0.4	i	1.9	-3.4	-14.7	3.1	-2.0	-6.6
COc1ccc(CC(=O)N/N=C/C=C/c2ccc3c(c2)OCO3)cc1OC	3.1	3.5	1.7	i	-0.9	5.1	1.4	-0.7	-4.2	-30.9
CC(C)C(=O)Nc1cccc(NC(=S)NC(=O)c2ccc(Cl)cc2)c1	-3.8	-10.3	-7.7	i	0.1	0.5	-4.8	1.9	-5.7	-5.1
OC(CNCCc1ccc(Cl)cc1)COc1ccc2ccccc2c1 (stereo not drawn)	-2.1	5.4	1.4	i	1.3	-0.9	4.2	0.8	-0.3	-5.4
CCC1(C)Cc2c(sc3nnn(Cc4ccccc4Cl)c(=O)c23)CO1 (stereo not drawn)	-11.5	-10.9	-9.1	i	2.6	4.7	-13.3	2.6	-5.2	-14.2
COc1ccnc(-n2cccc2C=O)c1C#N	-0.2	-2.9	-2.1	i	-0.6	-1.1	11.6	0.4	-6.5	-1.2
COc1cccc(/C=N/Nc2ccc([N+](=O)[O-])cc2)c1O	-7.4	25.7	-1.8	i	3.4	7.8	-24.3	16.5	-11.3	-11.3
COc1ccc(N2C(=O)c3ccccc3NC(=O)C2C(=O)NCC(C)C)cc1 (stereo not drawn)	3.0	.	.	.	-1.3	0.3	4.0	.	.	0.5
COc1ccc(C(=O)NN/C(C)=C/C(=O)C(F)(F)C(F)(F)C(F)(F)F)cc1	0.4	-8.0	-5.8	i	-1.6	2.6	8.5	-1.3	-2.9	0.7
C/C(O)=C/c1nc2ccccc2[nH]c1=O	-11.2	2.9	0.6	i	0.5	-6.1	-1.0	-0.6	-3.4	-11.3
Cc1csc(NC(=O)CSc2nnc(-c3ccoc3C)n2CCc2ccccc2)n1	-10.7	-0.4	3.6	i	0.2	5.6	-0.4	-1.9	2.5	7.1
Cc1ccc(OCCC(=O)OCC(=O)C(C)(C)C)cc1	2.4	-4.9	1.1	i	0.7	4.9	-0.6	0.0	0.4	2.1
COC(=O)/C(C(C)=O)=C(\C=C\N(C)C)N(C)C	-0.3	-3.8	3.5	i	-0.6	1.0	-0.3	0.7	1.8	-1.1
O=C(COC(=O)c1cccc(C(=O)OCC(=O)NC2CC2)n1)NC1CC1	2.2	-3.6	-5.8	i	0.0	-0.1	3.4	-0.7	-0.2	-2.6

Among those listed so far, three contain a COOH group.
SMILES	MT1-MMP act inh	Scp1 inh	NadD block	Rpn11 block	LMPTP inh	SKN-1 block	CendR NRP1 mod	STEP inh	DNMT1 block	SUMO1-SIM PPI
CCn1cc(C(=O)O)c(=O)c2cc(F)c(N3CCN(C(=S)NC(=O)c4ccc(Br)cc4)CC3)cc21	-13.8	-7.2	16.1	i	60.8*	-0.9	-14.3	3.1	-1.8	24.5
NN1C(=O)c2cccc3c(C(=O)O)ccc(c23)C1=O	-0.9	11.9	3.0	i	-2.2	-0.2	18.1	1.5	3.7	-15.9
COc1ccc(C(=O)N/C(=C\c2ccccc2)C(=O)Nc2cccc(C(=O)O)c2)cc1	-0.8	-12.3	-7.7	i	-2.1	4.2	2.7	1.1	-0.8	1.6

Carrying on:
SMILES	MT1-MMP act inh	Scp1 inh	NadD block	Rpn11 block	LMPTP inh	SKN-1 block	CendR NRP1 mod	STEP inh	DNMT1 block	SUMO1-SIM PPI
CCOc1ncccc1C(=O)NCc1ccccc1Cl	0.3	2.0	0.8	i	-0.9	-4.0	13.8	-0.7	-1.8	0.4
Cc1ccc(S(=O)(=O)NNC(=O)C2COc3ccccc3O2)cc1C (stereo not drawn)	4.7	3.1	-8.0	i	0.0	-21.8	5.6	-1.1	-0.1	-0.4
Cc1ccccc1C(=O)c1cccn1CC(=O)NC(C)c1ccccc1 (stereo not drawn)	-4.1	-2.2	0.3	i	-0.5	2.1	8.2	1.9	3.3	2.8
O=C(Cn1cnc2c(nnn2-c2ccc(F)cc2)c1=O)NCC1CCCO1 (stereo not drawn)	0.4	-7.7	-4.2	i	-1.3	6.0	0.4	0.5	2.4	-1.3
CCN(C(=O)CSc1nnnn1C)C1CCS(=O)(=O)C1 (stereo not drawn)	0.8	-4.9	-1.4	i	-2.2	15.3	3.0	-2.9	2.2	3.1
Cc1ccccc1C(=O)NC1CCN(C(=O)NCc2ccccc2)CC1	0.8	2.6	-13.7	i	0.2	-4.8	0.8	-0.6	1.2	5.3
Cc1ccc(S(=O)(=O)n2nc(OC(=O)c3c(F)cccc3Cl)cc2N)cc1	0.9	-12.4	-19.6	i	3.1	4.2	-0.5	0.0	4.3	-7.4
CCN(CC(=O)Nc1ccc(OC)cc1)C(=O)c1ccc(Cl)c(S(=O)(=O)N2CCCC2)c1	4.0	2.6	-6.2	i	-0.5	2.7	-4.9	-1.2	-0.3	1.0
Cc1sc(NC(=O)CN(Cc2ccccc2)C(=O)C(C)C)c(C(N)=O)c1C	1.9	-8.1	-1.9	i	-1.8	-8.6	4.2	-3.8	0.6	2.7
Cc1ccc(C2NC(=NCc3ccccc3)Nc3nc(C)cc(=O)n32)cc1 (stereo not drawn)	2.4	-7.2	-9.1	i	-0.3	6.2	-9.8	-3.5	2.8	3.9

Assay outcomes deposited in PubChem BioAssay by Sanford-Burnham Center for Chemical Genomics.
